High-throughput results: PubChem, Broad Institute
PRC2 inh: EZH2/PRC2 methyltransferase inhibitors, primary screen, biochemical, DELFIA time-resolved fluorescence, single point | Histone-lysine N-methyltransferase EZH2 (Homo sapiens), Q15910 | PRC2 H3K27 methylation, DELFIA TRF, 1 h | inhibition, % at 12.5 µM | hit rate 0.35% among 57,000 | AID 651548, 2012;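 active = mean inhibition of replicates at least 50% and every single replicate also reaching 50%; inconclusive = mean inhibition at least 50% but some replicate falls below 50%; inactive = mean inhibition under 50%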;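 note: dimethyl H3K27 on biotinylated H3 21-44 peptide detected by antibody; plate controls were median neutral control wells for no effect and median positive control wells for full effect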
IDH1 mut inh: inhibitors of IDH1 R132H reductase, primary screen, biochemical, plate reader, single point. Isocitrate dehydrogenase [NADP] cytoplasmic (Homo sapiens), O75874. diaphorase/resazurin fluorescence, 60 min. inhibition, % at 10 µM. hit rate 0.18% among 70,000. AID 624101, 2012; in the data active = inhibition above about 34%; inconclusive = no clear call, values can overlap the other calls; inactive = below about 11%;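 note: 0% = DMSO and 100% = no enzyme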
Target sequence (O75874 whole entry R132H): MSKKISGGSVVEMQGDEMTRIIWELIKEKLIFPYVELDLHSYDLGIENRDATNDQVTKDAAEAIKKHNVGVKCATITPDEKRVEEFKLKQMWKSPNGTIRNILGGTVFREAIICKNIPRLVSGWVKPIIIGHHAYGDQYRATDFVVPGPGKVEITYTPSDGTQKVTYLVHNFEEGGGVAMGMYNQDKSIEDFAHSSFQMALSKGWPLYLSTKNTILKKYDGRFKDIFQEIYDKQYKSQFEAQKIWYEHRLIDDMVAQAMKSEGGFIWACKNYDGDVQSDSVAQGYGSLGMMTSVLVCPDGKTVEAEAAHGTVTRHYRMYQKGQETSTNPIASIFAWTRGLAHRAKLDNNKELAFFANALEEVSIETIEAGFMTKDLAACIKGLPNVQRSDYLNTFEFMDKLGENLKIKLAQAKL
An asterisk follows results filed as active; ? = inconclusive; nt = not tested or not shown; & = joins results of further samples.

nr	Molecule	PRC2 inh	IDH1 mut inh
1	C[C@@H]1CN([C@@H](C)CO)C(=O)c2cc(NC(=O)CCC(F)(F)F)ccc2O[C@H]1CN(C)S(C)(=O)=O	0	0.8
2	C[C@@H]1CN([C@H](C)CO)C(=O)c2cccc(NS(=O)(=O)c3ccc(Cl)cc3)c2O[C@@H]1CN(C)Cc1ccc(C(=O)Nc2ccccc2N)cc1	-31	0.0
3	C[C@H]1CN([C@@H](C)CO)C(=O)Cc2cc(NC(=O)Cn3cnnn3)ccc2O[C@H]1CN(C)CC1CCCCC1	-3	nt
4	CCC(=O)N(C)C[C@H]1Oc2cc(-c3cccc(OC)c3)ccc2S(=O)(=O)N([C@@H](C)CO)C[C@@H]1C	nt	0.0
5	Cc1noc(C)c1NC(=O)N(C)C[C@H]1Oc2c(NC(=O)Nc3ccc(C(F)(F)F)cc3)cccc2C(=O)N([C@@H](C)CO)C[C@H]1C	nt	-0.9
6	NC(=O)C1=C[C@@H](c2csc3ccccc23)C[C@@H](OCCCCO)O1	3	nt
7	C[C@@H]1CN([C@H](C)CO)C(=O)Cc2cc(NS(=O)(=O)c3ccccc3)ccc2O[C@@H]1CN(C)S(=O)(=O)c1ccccc1	nt	-0.3
8	CN(C)C(=O)C[C@@H]1CC[C@H](NC(=O)C2CC2)[C@H](CO)O1	-10	0.3
9	C[C@@H]1CN([C@@H](C)CO)C(=O)Cc2cc(NC(=O)Nc3ccccc3)ccc2O[C@H]1CN(C)C(=O)NC1CCCCC1	0	19
10	CCC(=O)Nc1ccc2c(c1)C(=O)N(C)C[C@H](OC)[C@H](C)CN(CCc1ccccc1)[C@@H](C)CO2	-4	-0.2
11	O=C(NCC[C@@H]1CC[C@@H](NC(=O)c2ccccc2F)[C@H](CO)O1)c1ccc2c(c1)OCO2	5	-0.4
12	CCCn1c2ccccc2c2nnc(Sc3ccc4nsnc4c3[N+](=O)[O-])nc21	10	1.4

The results go on.
nr	Molecule	PRC2 inh	IDH1 mut inh
13	COc1ccc(S(=O)(=O)Nc2ccc3c(c2)C(=O)N([C@H](C)CO)C[C@H](C)[C@@H](CN(C)Cc2ccccc2)OCCCC[C@@H](C)O3)cc1	nt	0.8
14	C[C@@H]1CCCCO[C@@H](CN(C)C(=O)Nc2ccccc2)[C@@H](C)CN([C@H](C)CO)C(=O)c2cc(NC(=O)CCC(F)(F)F)ccc2O1	nt	-0.8
15	O=C(O)/C=C/c1ccc(Cn2ccnc2)cc1	-3	1.3&1.9
16	COc1ccc(NC(=O)Nc2cccc3c2O[C@@H](CN(C)C(=O)Nc2c(C)noc2C)[C@H](C)CN([C@@H](C)CO)C3=O)cc1	nt	0.8
17	O=C(CCN1CCCCC1)N[C@@H]1CC[C@@H](CCNS(=O)(=O)c2ccccc2)O[C@H]1CO	11	0.0
18	C[C@@H]1CN([C@@H](C)CO)C(=O)CCCn2nncc2CO[C@@H]1CN(C)C(=O)Nc1ccccc1C(F)(F)F	nt	-1.9
19	C[C@@H]1CN([C@@H](C)CO)S(=O)(=O)c2ccc(C3=CCCC3)cc2O[C@@H]1CN(C)C(=O)C1CCC1	-25	nt
20	Cc1noc(C)c1NC(=O)Nc1ccc2c(c1)CC(=O)N([C@@H](C)CO)C[C@@H](C)[C@@H](CN(C)C(=O)Nc1cccc3ccccc13)O2	nt	-0.9
21	CO[C@H]1CN(C)C(=O)c2cc(NC(=O)Nc3cccc(F)c3)ccc2OC[C@H](C)NC[C@H]1C	-8	-0.2
22	C[C@@H]1CN([C@H](C)CO)C(=O)c2cccc(NC(=O)C3CC3)c2O[C@H]1CN(C)S(=O)(=O)c1ccc(F)cc1	-10	nt
23	Cc1noc(C)c1S(=O)(=O)Nc1ccc2c(c1)C(=O)N([C@H](C)CO)C[C@@H](C)[C@H](CN(C)S(=O)(=O)c1ccccc1)O2	nt	2.3
24	C/C=C/c1ccc2c(c1)O[C@@H](CN(C)Cc1ccc(F)cc1)[C@H](C)CN([C@@H](C)CO)S2(=O)=O	36	-0.1

Sorted by length of the SMILES (rising): some entries from above
nr	Molecule	PRC2 inh	IDH1 mut inh
15	O=C(O)/C=C/c1ccc(Cn2ccnc2)cc1	-3	1.3&1.9
21	CO[C@H]1CN(C)C(=O)c2cc(NC(=O)Nc3cccc(F)c3)ccc2OC[C@H](C)NC[C@H]1C	-8	-0.2
24	C/C=C/c1ccc2c(c1)O[C@@H](CN(C)Cc1ccc(F)cc1)[C@H](C)CN([C@@H](C)CO)S2(=O)=O	36	-0.1
16	COc1ccc(NC(=O)Nc2cccc3c2O[C@@H](CN(C)C(=O)Nc2c(C)noc2C)[C@H](C)CN([C@@H](C)CO)C3=O)cc1	nt	0.8

(further entries)
nr	Molecule	PRC2 inh	IDH1 mut inh
25	C[C@@H]1CN([C@@H](C)CO)S(=O)(=O)c2ccc(/C=C/c3ccccc3)cc2O[C@@H]1CN(C)CC1CC1	-23	1.7
26	COC(=O)C1=CO[C@@H](O[C@@H]2O[C@H](CO)[C@@H](O)[C@H](O)[C@H]2O)[C@@H]2[C@@H](CO)C=C[C@H]12	nt	0.0
27	C[C@H](CO)N1C[C@H](C)[C@H](CN(C)C)Oc2ccc(NS(=O)(=O)c3ccc(F)cc3)cc2C1=O	-5	2.0
28	CCCN(C)C[C@@H]1Oc2cc(C#CC3CC3)ccc2S(=O)(=O)N([C@@H](C)CO)C[C@@H]1C	-11	0.2
29	Cc1ccc(Oc2ccc(NC(=O)CN3C(=O)C4C5C=CC(C6CC56)C4C3=O)cc2)cc1 (centres undefined)	-23	0.9
30	C[C@@H]1CN([C@@H](C)CO)C(=O)Cc2cc(NC(=O)Nc3ccc(F)cc3)ccc2O[C@H]1CN(C)Cc1ccc(-c2ccccc2)cc1	nt	0.5
31	O=C(N/N=C/c1ccc(O)cc1)c1ccccc1O	6	0.2
32	CN(C(=O)CSc1ccc(C(F)(F)F)cn1)c1c2c(nn1C)CCCC2	?	-0.9
33	O=C(C[C@H]1CC[C@H](NC(=O)CN2CCOCC2)[C@@H](CO)O1)NCCc1ccncc1	21	0.2
34	Cc1ccc(S(=O)(=O)N(C)C[C@@H]2Oc3ccc(NC(=O)CCN4CCOCC4)cc3C(=O)N([C@H](C)CO)C[C@@H]2C)cc1	-2	2.8
35	O=C(CCCN1CC=C(n2c(=O)[nH]c3ccccc32)CC1)c1ccc(F)cc1	nt	0.8
36	CC(C)C#Cc1ccc2c(c1)O[C@H](CN(C)C(=O)C1CC1)[C@H](C)CN([C@@H](C)CO)S2(=O)=O	-2	nt

Following part
nr	Molecule	PRC2 inh	IDH1 mut inh
37	C[C@@H]1CN([C@H](C)CO)C(=O)c2cccc(NC(=O)Nc3ccccc3)c2O[C@H]1CN(C)C	1	0.1
38	C/C=C/c1ccc2c(c1)O[C@@H](CN(C)Cc1cccc(F)c1)[C@H](C)CN([C@H](C)CO)S2(=O)=O	30	-0.1
39	CO[C@@H](C(=O)N(C)C[C@H]1OCc2ccccc2-c2ccccc2C(=O)N([C@@H](C)CO)C[C@@H]1C)c1ccccc1	3	-0.7
40	C[C@@H]1CN([C@H](C)CO)C(=O)c2cc(-c3ccc(C#N)cc3)cnc2O[C@H]1CN(C)C(=O)CN(C)C	-3	-0.2
41	CO[C@H](CN(C)Cc1ccc(-c2ccccn2)cc1)[C@@H](C)CN(C(=O)Nc1ccc(F)cc1)[C@@H](C)CO	-3	0.1
42	C[C@@H]1CN([C@@H](C)CO)S(=O)(=O)c2ccc(-c3ccc(F)cc3)cc2O[C@@H]1CN(C)Cc1cccc(F)c1	12	-1.2
43	Cc1ccc(NC(=O)C(=O)NCc2ccccn2)cc1C	7	0.0
44	O=C(C[C@@H]1CC[C@H](NC(=O)c2ccccn2)[C@H](CO)O1)NCc1cc(F)cc(F)c1	1	-0.4
45	CO[C@H](CN(C)S(=O)(=O)c1cccc(Cl)c1)[C@H](C)CN([C@@H](C)CO)S(=O)(=O)c1ccc(Cl)cc1	22	-0.3
46	CC(C)(C)OC(=O)NC1(/C=N/NC(=O)c2ccccc2O)CCCC1	9	nt
47	C[C@H]1CN([C@@H](C)CO)C(=O)c2cc(NC(=O)CCCN(C)C)ccc2O[C@@H]1CN(C)C	nt	6.1
48	CO[C@@H]1CN(C)C(=O)c2ccc(NC(=O)c3ccccc3)cc2OC[C@H](C)N(CC2CC2)C[C@H]1C	-5	0.2

Next part:
nr	Molecule	PRC2 inh	IDH1 mut inh
49	C[C@H]1CN([C@@H](C)CO)C(=O)c2cc(NC(=O)C3CCCCC3)ccc2O[C@H]1CN(C)C(=O)Nc1ccc2c(c1)OCO2	12	1.6
50	CN(CC(=O)O)S(=O)(=O)c1ccc(F)c2ccccc12	-3	0.0
51	C[C@@H]1CN([C@@H](C)CO)C(=O)c2cc(Br)cnc2O[C@H]1CN(C)Cc1ccccn1	nt	0.1
52	C[C@@H]1CN([C@H](C)CO)C(=O)c2cc(NC(=O)CCC(F)(F)F)ccc2O[C@@H]1CN(C)C(=O)Nc1cccc2ccccc12	-3	0.3
53	Cc1ccc(S(=O)(=O)Nc2ccc3c(c2)CC(=O)N([C@H](C)CO)C[C@@H](C)[C@H](CN(C)S(=O)(=O)c2ccc(C)cc2)O3)cc1	nt	-0.5
54	Cn1cc(/C=N\NC(=O)c2ccccc2O)c2ccccc21	7	nt
55	COc1ccc(CN(C)C[C@H]2Oc3c(NC(=O)Nc4ccc(C(F)(F)F)cc4)cccc3C(=O)N([C@@H](C)CO)C[C@@H]2C)cc1	-22	1.4
56	CSc1ccccc1NC(=O)CN(c1cccc(C)c1)S(C)(=O)=O	9	-0.2
57	C[C@H]1CN([C@@H](C)CO)C(=O)c2cc(/C=C/c3ccccc3)cnc2O[C@@H]1CN(C)C(=O)c1ccncc1	12	0.0
58	COCC1OC(OC(C)(C)C2CCC3(C)C(O2)C(O)CC2(C)/C(=C4\CCC(O)C(C)(CCC(O)C(C)(C)O)C4)CCC23)C(NC(C)=O)C(O)C1O (centres undefined)	nt	3.2
59	Cc1c(Br)c([N+](=O)[O-])nn1CC(=O)Nc1cccc(C(F)(F)F)c1	-4	-0.1
60	COc1ccccc1C#Cc1cnc2c(c1)C(=O)N([C@@H](C)CO)C[C@H](C)[C@@H](CN(C)C)O2	-34	-2.8

New compounds follow.
nr	Molecule	PRC2 inh	IDH1 mut inh
61	CNC[C@H]1Oc2cc(C#Cc3ccncc3)ccc2S(=O)(=O)N([C@H](C)CO)C[C@H]1C	-11	nt
62	COc1ccc(-c2nc(SCC(=O)Nc3ccc(Br)c(C)c3C)n[nH]2)cc1	3	0.0
63	COC(OC)C1(C)NC(=O)c2ccccc2N1 (centres undefined)	-27	-0.9
64	C[C@@H]1CN([C@@H](C)CO)C(=O)c2cc(NC(=O)C3CCCCC3)ccc2O[C@@H]1CN(C)CC1CC1	nt	-0.3
65	C[C@@H]1CN([C@@H](C)CO)C(=O)c2cc(NC(=O)Nc3ccc4c(c3)OCO4)ccc2O[C@@H](C)CCCCO[C@H]1CN(C)C(=O)CCCN(C)C	nt	-0.5
66	CCC(=O)Nc1ccc2c(c1)C(=O)N(C)C[C@@H](OC)[C@H](C)CN(Cc1nccs1)[C@@H](C)CO2	-4	-0.3
67	C[C@@H]1CCCCO[C@@H](CN(C)S(C)(=O)=O)[C@@H](C)CN([C@H](C)CO)C(=O)c2cc(NC(=O)Nc3ccc4c(c3)OCO4)ccc2O1	nt	1.0
68	C[C@H](CO)N1C[C@H](C)[C@@H](CN(C)C(=O)Nc2cccc(F)c2)OCc2ccccc2-c2c(n(C)c3ccccc23)C1=O	-28	nt
69	COc1ccccc1-c1ccc2c(c1)O[C@H](CN(C)C(=O)c1ccccc1)[C@@H](C)CN([C@@H](C)CO)S2(=O)=O	nt	-0.2
70	Cc1ccc(S(=O)(=O)Nc2ccc3c(c2)C(=O)N([C@@H](C)CO)C[C@H](C)[C@@H](CN(C)S(=O)(=O)c2cccs2)OCCCC[C@@H](C)O3)cc1	nt	0.1
71	CC(=O)S[C@@H]1CC2=CC(=O)CC[C@]2(C)[C@H]2CC[C@@]3(C)[C@@H](CC[C@@]34CCC(=O)O4)[C@H]12	4	-0.4
72	CO[C@H]1CN(C)C(=O)c2ccc(NC(=O)NC(C)C)cc2OC[C@@H](C)N(C(=O)NC(C)C)C[C@H]1C	-18	0.1

Next section:
nr	Molecule	PRC2 inh	IDH1 mut inh
73	O=C(Cn1c(C(F)(F)F)nc2ccccc21)NCCN1CCOCC1	-6	0.5
74	CCCNC(=O)C[C@@H]1C[C@@H]2c3cc(NC(=O)CC4CC4)ccc3O[C@@H]2[C@H](CO)O1	-8	-0.2
75	CC(C)NC(=O)Nc1ccc2c(c1)C(=O)N([C@H](C)CO)C[C@H](C)[C@H](CN(C)C(=O)NC1CCCCC1)OCCCC[C@@H](C)O2	-10	nt
76	C=C(CC/C=C(\C)C(=O)O)C1(O)CC=C(C)CC1 (centres undefined)	-28	-0.1
77	C[C@@H]1CN([C@@H](C)CO)S(=O)(=O)c2ccc(C#Cc3cccnc3)cc2O[C@@H]1CN(C)C(=O)CN(C)C	-3	10
78	Cc1nnc(SCC(=O)Nc2sc3c(c2C#N)CCC(C(C)(C)C)C3)s1 (centres undefined)	12	0.9
79	COc1ccccc1NC(=O)N[C@@H]1CC[C@@H](CC(=O)N[C@H](C)c2ccccc2)O[C@@H]1CO	4	-0.1
80	CNC(=S)N1N=C(c2ccccc2)CC1c1cc2ccc(C)cc2nc1Cl (centres undefined)	-17	-0.9
81	CC(C)NC(=O)Nc1cccc2c1O[C@H](CN(C)S(=O)(=O)c1ccccc1)[C@H](C)CN([C@H](C)CO)C2=O	-14	nt

Compounds listed so far that have a nitro group on carbon (two):
nr	Molecule	PRC2 inh	IDH1 mut inh
12	CCCn1c2ccccc2c2nnc(Sc3ccc4nsnc4c3[N+](=O)[O-])nc21	10	1.4
59	Cc1c(Br)c([N+](=O)[O-])nn1CC(=O)Nc1cccc(C(F)(F)F)c1	-4	-0.1

An excerpt; rates above refer to the full screens.
